Screening results: PubChem BioAssay, several laboratories
SUMO1 PPI mod = modulators of human SUMO1-mediated protein-protein interactions; AID 602429; inhibition, % at 20 µM; SUMO1 binding to a labelled peptide, TR-FRET, 1 h; actives 0.33% (n = 360,000); in the data active means inhibition above about 37%
Target sequence (P63165 whole entry, looked up): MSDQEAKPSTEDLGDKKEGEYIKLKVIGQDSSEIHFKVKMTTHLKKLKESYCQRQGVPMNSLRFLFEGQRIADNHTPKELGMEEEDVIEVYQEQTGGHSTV
NRP1-CendR mod = alters CendR peptide binding to human NRP-1 | O14786 | FAM-RPARPAR peptide binding to NRP-1, fluorescence polarization | inhibition, % at 25 µM | actives 0.85% (n = 360,000);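 active means inhibition or corrected inhibition above about 18%, plus a signal ratio from 0.5 to 1.5, limit read from the data, passing the limit was not always enough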; further: strong numbers were not always called active
eLon inh = E. coli protease La inhibition; P0A9M0; purified E. coli Lon protease, fluorescence polarization; inhibition, % at 7.94 µM; actives 0.42% (n = 360,000); in the data active means inhibition above about 13%, passing the limit was not always enough;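 further: 0% = enzyme with probe and DMSO and 100% = no enzyme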
Target sequence (P0A9M0 whole entry, looked up): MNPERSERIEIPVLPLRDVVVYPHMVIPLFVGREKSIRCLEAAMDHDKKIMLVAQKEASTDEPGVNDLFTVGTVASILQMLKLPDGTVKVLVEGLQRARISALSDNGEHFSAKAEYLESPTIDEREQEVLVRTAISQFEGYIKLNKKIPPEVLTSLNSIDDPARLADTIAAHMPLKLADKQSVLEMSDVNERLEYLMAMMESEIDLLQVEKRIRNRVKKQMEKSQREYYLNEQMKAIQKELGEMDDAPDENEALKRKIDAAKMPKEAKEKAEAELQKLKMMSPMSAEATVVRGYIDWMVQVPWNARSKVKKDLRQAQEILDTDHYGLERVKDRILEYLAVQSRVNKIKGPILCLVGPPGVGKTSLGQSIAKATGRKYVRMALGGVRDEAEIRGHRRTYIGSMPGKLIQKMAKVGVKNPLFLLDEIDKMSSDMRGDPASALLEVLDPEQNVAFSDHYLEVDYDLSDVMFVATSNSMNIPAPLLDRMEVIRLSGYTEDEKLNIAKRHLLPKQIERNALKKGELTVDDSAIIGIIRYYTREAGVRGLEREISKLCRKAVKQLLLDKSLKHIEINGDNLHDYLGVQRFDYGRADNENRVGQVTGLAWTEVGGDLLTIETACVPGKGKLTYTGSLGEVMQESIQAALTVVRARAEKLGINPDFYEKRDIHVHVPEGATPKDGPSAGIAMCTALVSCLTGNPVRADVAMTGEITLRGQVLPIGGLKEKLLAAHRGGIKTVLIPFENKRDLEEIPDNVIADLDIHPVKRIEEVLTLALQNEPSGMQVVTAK
Scp-1 inhibitor = inhibitors of human Scp-1 phosphatase; Recombinant Scp1, phosphopeptide, malachite green phosphate absorbance; inhibition, % at 20 µM; Q9GZU7; actives 0.88% (n = 340,000); AID 493091;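 active means inhibition above about 50% at 20 µM, limit read from the data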;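 further: plate controls were DMSO wells with enzyme for no effect and wells lacking enzyme for full effect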
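Incubation: 45 min enzyme reaction at room temperature / System: truncated SCP-1 phosphatase (76-261aa) / Reagent: Phospho 17-mer peptide substrate / Buffer or medium: Acidic Tris acetate buffer with magnesium and detergent / Signal: absorbance at 630 nm / Doses: one concentration, 20 µM, with 1.0% DMSO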
MsrA inhibitor = inhibits bovine methionine sulfoxide reductase A; inhibition, % at 15.5 µM; purified bovine MsrA, absorbance read-out; actives 0.75% (n = 360,000); in the data active means inhibition above about 4.5%;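 further: 0% = vehicle wells with enzyme and 100% = reference inhibitor wells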
Tb MetRS inh = Trypanosoma brucei MetRS inhibition | purified T. brucei MetRS, ATP depletion, Kinase-Glo luminescence | inhibition, % at 11.9 µM | actives 0.4% (n = 360,000);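 active means inhibition above a per-plate cutoff of the control wells' mean inhibition plus 3 SD, cut at about 5.5% in these data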;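 further: 0% = DMSO wells median and 100% = median of wells with control inhibitor compound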
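technique = Kinase-Glo luminescence, ATP depletion format | system = purified MetRS (methionyl-tRNA synthetase) enzyme from Trypanosoma brucei | timing = 15 min preincubation, 2 h reaction, all 25 °C | evaluation = percent inhibition versus plate control medians | dosing = single dose, 11.9 µM final nominal, 0.9% final DMSO | also added = substrates ATP, L-methionine and bulk Escherichia coli tRNA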
DNMT1 inh = inhibitors of human DNMT1. P26358. DNMT1 molecular beacon, Hinp1I cleavage, fluorescence. actives 0.83% (n = 360,000). inhibition (reported as % activation of signal), % at 10 µM; in the data active means inhibition above about 50%
LMPTP inh = blocks human LMPTP phosphatase | actives 0.22% (n = 360,000) | recombinant LMPTP-A, OMFP fluorogenic substrate, fluorescence intensity | inhibition, % at 20 µM;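 active means compounds that cut the enzyme signal by at least half of the control window in the single-dose screen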;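 further: plate controls were DMSO wells with enzyme plus substrate for no effect and substrate without enzyme for full effect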
Target sequence (P24666 whole entry, looked up): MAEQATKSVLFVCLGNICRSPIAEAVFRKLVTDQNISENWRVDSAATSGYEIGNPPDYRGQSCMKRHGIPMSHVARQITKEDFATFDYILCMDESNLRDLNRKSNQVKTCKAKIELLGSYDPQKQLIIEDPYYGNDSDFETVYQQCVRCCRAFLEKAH
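Test system: LMPTP-A phosphatase enzyme; input: 0.625 nM LMPTP-A final; reagent: OMFP substrate, 400 µM final; compound dosing: 20 µM single dose, 3% DMSO; incubation: 50 min dark incubation at room temperature; measured by: endpoint fluorescence intensity from OMFP dephosphorylation; measure: % inhibition relative to no-enzyme and uninhibited control wells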
bovine MsrA act = bovine methionine sulfoxide reductase A activation. actives 0.3% (n = 360,000). activation, % at 10.6 µM. purified bovine MsrA, absorbance read-out; in the data active means activation above about 7.5%;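 further: 0% = vehicle and 100% = reference activator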
STEP inh = STEP (human) phosphatase inhibition. P54829. recombinant STEP, OMFP fluorogenic substrate, fluorescence. inhibition, % at 20 µM. actives 0.25% (n = 360,000);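 active means inhibition at 20 µM, scaled per plate between control wells, above about 37%, limit read from the data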;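 further: 0% = DMSO with enzyme and substrate and 100% = substrate only without enzyme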
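medium = Bis-Tris buffer pH 6.0, 2.5 mM DTT, 0.005% Tween 20 | test system = STEP (striatal-enriched tyrosine phosphatase) enzyme, cell-free | measure = normalized % inhibition | compound dosing = 20 µM, 1% DMSO | also added = 25 µM OMFP | schedule = reaction 20 min, ambient temperature | measured by = fluorescence read at 480 nm ex / 540 nm em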
An asterisk follows results filed as active; / = no result given.

SMILES	SUMO1 PPI mod	NRP1-CendR mod	eLon inh	Scp-1 inhibitor	MsrA inhibitor	Tb MetRS inh	DNMT1 inh	LMPTP inh	bovine MsrA act	STEP inh
COc1ccc(NC(=O)COC(=O)CN2C(=O)NC(C)(C)C2=O)cc1	1.3	5.2	-11.8	-2.8	0.9	-0.2	2.5	-3.2	-1.1	1.5
Cc1c(C(c2ccccc2)c2c(C)n(C)n(-c3ccccc3)c2=O)c(=O)n(-c2ccccc2)n1C	6.4	-4.5	2.4	8.9	-0.2	0.2	-1.8	-1.3	-2.3	-2.6
O=c1cc(NCC2CCCO2)[nH]c(=O)n1-c1ccc(Cl)cc1 (stereo not drawn)	-1.0	16.5	-5.4	1.7	-0.6	-1.2	1.2	-0.7	-9.9	1.6
CCCS(=O)(=O)N1CCC(C(=O)N2CCOCC2)CC1	-1.6	2.2	2.8	2.6	0.0	-1.0	-0.7	-2.2	-5.9	-2.6
NS(=O)(=O)c1ccc(CCNCC(=O)NCc2ccccc2Cl)cc1	1.3	3.1	-2.4	-0.9	-0.9	0.9	2.6	-0.8	-1.9	-1.3
CC(C)NC(=O)c1noc2cc([N+](=O)[O-])ccc12	-36.2	-3.8	1.1	-7.0	-0.1	0.2	0.6	-0.2	-2.7	2.7
CN1C[C@@H]2[C@@H]3C(=O)N(Cc4ccccc4)C(=O)[C@@H]3[C@](Cc3ccccc3)(C1=O)N2C(=O)c1ccc(Cl)c(Cl)c1	-1.2	2.7	7.1	6.2	-0.2	-0.2	-9.0	-0.4	-2.9	-0.4
NNC(=O)c1cn2ccccc2n1	6.8	-12.9	-4.3	-13.1	1.3	0.3	0.3	-1.6	-2.0	-4.2
CC(C)CCc1noc(CN2CCC(CCN3CCCC3=O)CC2)n1	4.1	-2.9	1.1	-6.1	0.4	-0.1	1.4	0.0	-0.9	-1.0
O=C(CC(=O)OCc1ccccc1)OCc1ccccc1	2.0	-4.0	0.3	-15.7	0.0	-2.5	3.7	0.0	-8.2	-1.2
O=C(C[n+]1ccc(C(=O)NCc2ccccc2)cc1)c1ccc(F)cc1	-27.5	-2.0	0.0	/	-0.3	-1.2	/	-1.5	-6.9	/
O=C(CSc1nnc(CNC(=O)c2c(F)cccc2Cl)o1)NCc1ccc(F)cc1	-2.1	-5.5	3.5	3.8	0.6	-0.5	2.2	-0.4	-1.1	0.8

Just NRP1-CendR mod, for some of the entries so far:
molecule,NRP1-CendR mod
O=c1cc(NCC2CCCO2)[nH]c(=O)n1-c1ccc(Cl)cc1 (stereo not drawn),16.5
CCCS(=O)(=O)N1CCC(C(=O)N2CCOCC2)CC1,2.2
NS(=O)(=O)c1ccc(CCNCC(=O)NCc2ccccc2Cl)cc1,3.1
CC(C)NC(=O)c1noc2cc([N+](=O)[O-])ccc12,-3.8

(continued)
SMILES	SUMO1 PPI mod	NRP1-CendR mod	eLon inh	Scp-1 inhibitor	MsrA inhibitor	Tb MetRS inh	DNMT1 inh	LMPTP inh	bovine MsrA act	STEP inh
COc1ccc(-c2cc(C(F)(F)F)n3nc(C(=O)N4CCCCC4)cc3n2)cc1OC	-12.5	8.3	1.3	-3.1	1.1	0.0	-2.8	2.5	2.6	0.9
Cc1ccc(S(=O)(=O)N2CCC(=O)N(C(COCc3ccc(Cl)cc3)C(C)C)CC2)cc1 (stereo not drawn)	5.4	5.0	-6.8	-8.6	-0.8	-0.1	-5.8	1.2	-1.6	0.8
O=C1NC(=Nc2ccccc2)SC1(CO)CO	3.8	10.1	-6.7	-6.0	1.4	-1.0	2.9	-2.8	-4.0	-0.2
CC(=O)c1cccc(NC(=O)C(C)OC(=O)CN2C(=O)NC(C)(C)C2=O)c1 (stereo not drawn)	-1.4	-10.5	1.1	-3.3	0.3	-0.6	-0.4	0.1	-7.8	-1.4
Cc1ccc(Cc2c(-c3cccc(Br)c3)nc3c(Cl)cc(C(F)(F)F)cn23)cc1	0.1	-12.2	0.6	/	-0.4	-0.3	/	1.5	-2.7	/
CC[C@@H]1C/C=C\Cc2ccccc2[C@@H](C(=O)C[C@@H](O)CC(C)=O)OC1=O	1.2	-5.3	-12.8	-1.9	-0.3	-1.5	0.8	-2.0	-2.0	-0.5
O=C(NCc1ccccc1)c1ccc(S(=O)(=O)NCc2ccco2)cc1	0.8	5.1	5.8	-5.2	-0.5	-0.1	11.4	-0.4	-0.3	0.4
CN(C)CCN1CCN(c2cc(-c3cccc(Cl)c3)nc3ccnn23)CC1	-33.8	-9.5	-3.0	/	0.9	-0.2	-12.2	-6.9	-2.2	0.5
CC(=O)Nc1ccc(NC(=O)CSc2nnc3ccc(-c4ccccn4)nn23)cc1	-24.9	1.4	-0.2	-13.0	-0.1	-0.1	-4.0	-1.1	-4.1	-1.2
CC(C)(O)C#Cc1ccc(CN2CCN(C3CCCC3)C(CCO)C2)cc1 (stereo not drawn)	5.8	6.8	2.6	-5.4	0.7	-0.1	1.1	-1.1	0.3	0.6
Cn1c2ccccc2c2nnc(SC3CCOC3=O)nc21 (stereo not drawn)	-15.3	-4.7	-6.4	-7.0	2.2	0.3	-0.8	-1.1	4.7	-1.2
CC(=O)Nc1ccc(/C=C/C(=O)c2ccc3c(c2)OCCO3)cc1	-9.9	-14.4	-7.8	-8.5	4.1	-0.5	-5.0	0.6	-3.9	-1.5

Sorted by formula weight (lowest first): 3 of the compounds above.
SMILES	SUMO1 PPI mod	NRP1-CendR mod	eLon inh	Scp-1 inhibitor	MsrA inhibitor	Tb MetRS inh	DNMT1 inh	LMPTP inh	bovine MsrA act	STEP inh
O=C(NCc1ccccc1)c1ccc(S(=O)(=O)NCc2ccco2)cc1	0.8	5.1	5.8	-5.2	-0.5	-0.1	11.4	-0.4	-0.3	0.4
CC(C)(O)C#Cc1ccc(CN2CCN(C3CCCC3)C(CCO)C2)cc1 (stereo not drawn)	5.8	6.8	2.6	-5.4	0.7	-0.1	1.1	-1.1	0.3	0.6
CN(C)CCN1CCN(c2cc(-c3cccc(Cl)c3)nc3ccnn23)CC1	-33.8	-9.5	-3.0	/	0.9	-0.2	-12.2	-6.9	-2.2	0.5

Further entries follow.
SMILES	SUMO1 PPI mod	NRP1-CendR mod	eLon inh	Scp-1 inhibitor	MsrA inhibitor	Tb MetRS inh	DNMT1 inh	LMPTP inh	bovine MsrA act	STEP inh
Cc1cccc(NC(=O)CSc2nnnn2C)n1	2.7	-9.7	-9.4	-4.8	-1.3	0.1	3.9	-1.2	-1.1	-3.3
O=C(COc1ccccc1)N/N=C/c1ccc(O[C@@H]2O[C@H](CO)[C@@H](O)[C@H](O)[C@H]2O)cc1	-9.2	-77.8	5.2	-7.1	0.3	-0.4	-0.3	-1.2	-5.2	-4.1
CCOC(=O)C1CCCN(S(=O)(=O)c2cccc3nsnc23)C1 (stereo not drawn)	-29.8	6.7	-1.4	-8.2	0.3	0.4	-1.6	-3.5	-1.9	3.5
CCOc1ccc(Cl)cc1-c1cc(C(=O)NCC2CCCCC2)[nH]n1	0.8	0.5	6.6	/	0.0	-0.1	-9.4	2.0	-2.8	1.3
Cc1ccsc1CNn1cnnc1SCc1ccccc1F	-3.8	-1.0	4.2	-2.2	0.1	-0.9	1.7	-2.5	-8.8	0.9
Cc1ccc(N=C(N)N=C(N)N)cc1	10.4	11.3	-1.4	-10.7	0.7	0.4	2.4	-1.9	-2.8	2.6
CCOC(=O)c1c(-c2ccc(C)o2)csc1NC(=S)NC(=O)N(C)C	6.2	2.7	1.4	-10.2	3.0	-0.4	-9.1	3.5	-3.7	2.0
O=C(O)c1ccc(/C=N/NC(=O)c2cc(-c3cccs3)nc3ccccc23)cc1	11.9	-4.9	-16.0	-2.0	2.8	1.1	-2.5	0.2	-4.4	2.5
NC(=O)CCn1c(C(=O)c2cc(Cl)c(N)c(Cl)c2)c2ccccc2[n+]1[O-]	-14.7	8.5	19.5	-0.5	1.0	-0.2	3.7	2.7	-10.4	-1.6
COC(=O)/C=C1\S/C(=N/NC(=O)c2ccccc2)NC1=O	-19.7	1.2	-1.1	-8.1	3.6	0.4	2.2	-0.9	0.4	1.1
O=C(NCCN1CCOCC1)c1ccc(/C=C2\Sc3ccccc3N(Cc3ccc(F)cc3)C2=O)cc1	-18.8	6.5	5.7	-4.7	0.9	-0.6	-5.8	-3.5	1.5	2.5
COc1ccc(OC)c(S(=O)(=O)N/N=C\c2cn(CC(N)=O)c3ccccc23)c1	-7.6	2.8	-6.9	0.0	0.1	-0.4	0.1	-1.9	-10.3	1.2
COc1ccc(/C(N)=N/OC(=O)c2ccco2)cc1OC	1.1	10.3	1.4	-1.3	1.8	-0.5	3.6	-0.1	-6.7	-2.2
CCCOc1ccc(N2C(=O)CC(NCc3ccncc3)C2=O)cc1 (stereo not drawn)	-16.5	-2.1	-6.0	-2.2	-0.8	-0.2	-6.5	-1.3	-2.4	-0.8
CSc1ccccc1NC(=O)CN(C)C(=O)COc1cccc2cccnc12	-10.3	27.4*	-6.4	-8.1	0.8	-0.3	-10.3	1.7	-2.2	3.7
CCCCNC(=O)C1CCC(CNc2nc(=S)[nH]c3ccccc23)CC1 (stereo not drawn)	3.7	3.3	-3.8	-8.9	0.7	1.3	-0.1	4.1	-0.7	3.4
CC(C)CCNC(=O)c1cn(CC(C)C)c(=O)c2c1c1ccccc1n2C	3.3	3.5	-5.8	-7.7	-0.5	-0.2	3.3	-1.6	-0.1	3.9
CC(=O)Nc1ccc(S(=O)(=O)NCc2nc(-c3cccc(C)c3)no2)cc1	-4.0	-125.5	-55.4	5.8	-1.3	0.7	-6.6	-0.3	-2.5	-3.9
CCOC(=O)Cn1c(=O)oc2cc(S(=O)(=O)NCc3cccs3)ccc21	-2.9	-23.3	5.2	-9.8	0.3	-0.3	1.3	0.0	1.0	-3.0
CCNc1nc(CN2CCOCC2)nc2sc3c(c12)CCC3	3.2	-0.1	1.0	-2.0	-0.8	-1.1	-0.3	-0.2	-3.3	4.0
CN(Cc1ccccc1)C(=O)COC(=O)COc1ccc(Cl)cc1	-7.1	5.2	12.3	-7.6	0.8	-0.5	-2.2	-2.6	-6.0	-1.8
CCC(CC)c1nc2cc(OC)c(OC)cc2c(=O)o1	2.7	7.2	-6.7	-6.2	-0.6	-0.1	0.5	-0.4	1.3	-3.6
COc1ccc(C(CNC(=O)c2ccccc2C)N2CCCC2)cc1 (stereo not drawn)	2.9	-2.4	-3.9	-5.8	0.7	-0.9	-0.5	3.1	1.9	7.8
Oc1c(Br)cc(/C=N/NC(=S)NCC2CCCO2)cc1Br (stereo not drawn)	-3.7	13.3	2.3	-8.9	3.9	0.4	0.0	-4.8	-4.5	21.9
O=C(Nc1cnccn1)c1ccc(Cl)cc1	2.0	-3.6	-6.4	-6.5	-0.2	0.0	0.2	-1.1	-1.9	-2.2
CC1(C(=O)NS(=O)(=O)c2ccc(F)cc2F)CCN1C(=O)CCc1ccc(Cl)cc1Cl (stereo not drawn)	7.8	-13.7	8.4	/	0.2	-0.1	-0.7	-3.2	-3.4	1.2

An unsorted share of the library; overall some 4.3% were active at least once.
